RXFP1 agonist – activates the human relaxin receptor RXFP1 | hit rate 0.3% among 370,000 | HEK293T-RXFP1 cAMP TR-FRET, 30 min; response scale: percent of porcine relaxin response, buffer zero | Potency, µM (top dose mostly 57.5 µM), for the others: at the highest dose activation, hits mostly activators | Q9HBX9; note: % is set by controls: 0 for no effect and ±100 for the full control effect; nearly all actives have a fitted effect of over 60% in size; many of its hits are not listed in these tables
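HEK293 cells stably expressing RXFP1, treated 30 min at 37C with compounds plus PDE4 inhibitor Ro 20174; cAMP measured by HTRF TR-FRET. Normalized to buffer and 29 nM porcine relaxin; EC50 by Hill fit.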
12-LOX inh – inhibitors of human 12S-lipoxygenase ALOX12; AID 1671190; purified 12hLO, xylenol orange hydroperoxide absorbance; P18054; Potency, µM (titrated, usually from 108 µM), inactives show at the top dose activity change, negative = inhibition, hits mostly inhibitors; hit rate 1.1% among 580,000; note: % is set by controls: 0 for no effect and ±100 for the full control effect
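Purified human 12hLO (150 nM final) in 25 mM Hepes, 0.01% Triton X-100, pH 7.0 was preincubated 15 min at room temperature with compound. Then 40 uM arachidonic acid was added, 30 min. Hydroperoxide was read by Fe-XO absorbance ratio 573/405 nm.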
RGS4 inh – inhibitors of human regulator of G protein signaling 4; P49798; Potency, µM (titrated, usually from 114 µM), inactives show at the top dose activity change, negative = inhibition, most hits filed as inhibitors; hit rate 0.039% among 390,000; Transcreener GDP fluorescence polarization, RGS4-accelerated GTP hydrolysis; note: % is set by controls: 0 for no effect and ±100 for the full control effect; nearly all actives have a fitted effect of over 75% in size; some results filed as inactive show a strong effect at the top dose
Target sequence (P49798 whole entry, looked up): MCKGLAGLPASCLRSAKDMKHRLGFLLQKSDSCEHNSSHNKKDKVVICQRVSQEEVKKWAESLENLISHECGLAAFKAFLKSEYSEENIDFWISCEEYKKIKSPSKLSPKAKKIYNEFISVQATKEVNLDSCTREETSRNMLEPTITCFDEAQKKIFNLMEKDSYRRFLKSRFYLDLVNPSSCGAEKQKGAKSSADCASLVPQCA
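MLSMR compounds (23 nl, pin-transferred) preincubated 10 min at room temperature with a 500nM (2x) first reagent, then RGS4 at 900nM (2x) plus Transcreener GDP mix added; fluorescence polarization (620/688 nm) read before and after 90 min at 30 °C.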
mIDH1 inhibitor – blocks human mutant IDH1 R132H enzyme; hit rate 0.093% among 390,000; Potency, µM (titrated, usually from 76.6 µM), for the others: at the highest dose activity change, negative = inhibition, actives largely listed as inhibitors; IDH1-R132H enzyme, NADPH consumption, diaphorase/resazurin fluorescence; note: % is set by controls: 0 for no effect and ±100 for the full control effect; nearly all actives have a fitted effect of over 65% in size
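IDH1-R132H (0.5 ug/mL) preincubated 30 min with compound, then NADPH (0.016 mM) and alpha-KG (2 mM) added; 80 min at RT, pH 7.5. Remaining NADPH coupled via diaphorase/resazurin to fluorescence (540/590 nm); concentration-response curves normalized to no-enzyme control.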
USP1-UAF1 inh – blocks the human USP1/UAF1 deubiquitinase complex; O94782; recombinant USP1/UAF1, Ub-Rhodamine cleavage fluorescence; Potency, µM (doses to about 57.1 µM), inactives show at the highest dose activity change, negative = inhibition, most hits filed as inhibitors; hit rate 0.23% among 390,000; AID 743255; note: % is set by controls: 0 for no effect and ±100 for the full control effect; nearly all actives have a fitted effect of over 60% in size; inactives centre near -12
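Step one: compound is pinned into 1nM USP1/UAF1 in HEPES pH 7.8 buffer with TCEP. Step two: 15 min room-temperature incubation. Step three: Ub-Rho (150nM final) starts cleavage, tracked by fluorescence over six one-minute reads.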
Vif-APOBEC3F blk – blocks the Vif interaction with APOBEC3F | HeLa A3F-eYFP + Vif (tagged APOBEC3F with the HIV-1 protein that degrades it), YFP fluorescence increase | Potency, µM (titrated, usually from 46.1 µM), without a hit: top-dose activity, negative = active | hit rate 0.2% among 390,000 | AID 602313; note: % of control where 0% means no effect; nearly all actives have a fitted effect of over 65% in size
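HeLa cells stably expressing Vif plus C-terminally eYFP-tagged A3F were seeded, incubated overnight at 37 deg C, dosed with compound, incubated overnight again at 37 deg C. Yellow fluorescence (Ex 488/Em 500-530) reported blocked Vif-mediated A3F-eYFP degradation.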
TrxR1 substrate – rat thioredoxin reductase 1 substrate activity; hit rate 0.01% among 390,000; purified TrxR1 substrate turnover, NADPH consumption readout; O89049; Potency, µM (series often up to 114 µM), for inactives: top-dose activity change, negative = substrate turnover; note: % is set by controls: 0 for no effect and ±100 for the full control effect; nearly all actives have a fitted effect of over 50% in size
Target sequence (O89049 whole entry, looked up): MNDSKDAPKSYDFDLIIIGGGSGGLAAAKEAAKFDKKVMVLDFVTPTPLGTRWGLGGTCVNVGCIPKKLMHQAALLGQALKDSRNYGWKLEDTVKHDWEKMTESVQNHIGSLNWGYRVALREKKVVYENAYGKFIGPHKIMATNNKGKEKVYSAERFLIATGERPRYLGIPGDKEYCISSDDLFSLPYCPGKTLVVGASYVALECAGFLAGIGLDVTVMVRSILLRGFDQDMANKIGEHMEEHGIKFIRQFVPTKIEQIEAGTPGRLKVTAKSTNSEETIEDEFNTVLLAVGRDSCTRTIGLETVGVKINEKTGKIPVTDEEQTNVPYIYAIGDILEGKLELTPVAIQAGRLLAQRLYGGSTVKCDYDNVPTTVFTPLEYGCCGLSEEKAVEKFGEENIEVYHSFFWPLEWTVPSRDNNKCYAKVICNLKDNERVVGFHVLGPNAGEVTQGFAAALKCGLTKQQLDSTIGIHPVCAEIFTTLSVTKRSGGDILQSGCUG
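Rat TrxR1, dispensed at 90 nM, was prereduced with 400 uM NADPH (final) for 5 min at ~22 deg C, then incubated with compound 15 min before 400 uM selenite. A first-read NADPH fluorescence drop versus no-compound background flagged substrates.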
rTrxR1 inhibitor – inhibitors of rat thioredoxin reductase 1; Potency, µM (titrated, usually from 114 µM), inactives show at the top dose activity change, negative = inhibition, most hits filed as inhibitors; recombinant rTrxR1, NADPH fluorescence consumption, selenite substrate; O89049; hit rate 1% among 390,000; AID 588453; note: % is set by controls: 0 for no effect and ±100 for the full control effect; nearly all actives have a fitted effect of over 65% in size
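Rat TrxR1 (90 nM in the dispensed reagent) was pre-reduced with 400 uM NADPH for 5 min at room temperature, then incubated with compound for 15 min. After 400 uM selenite was added, NADPH fluorescence (Ex 340/Em 450 nm) was followed for 8 min.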
Vif-A3G inh – inhibitors of Vif-APOBEC3G interaction; Q9HC16; HeLa A3G-eYFP + Vif (tagged APOBEC3G with the HIV-1 protein that degrades it), YFP fluorescence, overnight; Potency, µM (top dose mostly 46.1 µM), inactives show top-dose activity, negative = active, most hits filed as inhibitors; hit rate 0.076% among 410,000;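 note: % is set by controls: 0 for no effect and ±100 for the full control effect; nearly all actives have a fitted effect of over 60% in size; hits raise eYFP signal because A3G escapes Vif-driven loss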
Target sequence (Q9HC16 whole entry, looked up): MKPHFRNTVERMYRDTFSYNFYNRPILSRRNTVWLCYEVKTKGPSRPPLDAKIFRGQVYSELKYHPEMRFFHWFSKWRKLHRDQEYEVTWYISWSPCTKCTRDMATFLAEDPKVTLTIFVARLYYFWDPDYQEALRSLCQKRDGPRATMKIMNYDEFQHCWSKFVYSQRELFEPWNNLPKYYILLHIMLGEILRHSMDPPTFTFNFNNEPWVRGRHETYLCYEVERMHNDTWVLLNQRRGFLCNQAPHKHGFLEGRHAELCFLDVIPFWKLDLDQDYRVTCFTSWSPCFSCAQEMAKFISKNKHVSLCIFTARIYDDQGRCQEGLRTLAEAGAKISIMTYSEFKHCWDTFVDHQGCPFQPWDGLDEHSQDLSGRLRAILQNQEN
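Read-out is eYFP fluorescence (Ex 488/Em 500-530) from Vif-expressing HeLa A3G-eYFP cells; more signal means A3G escaped Vif-mediated degradation. Cells plated overnight, compound pinned in, incubated overnight at 37 deg C.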
An asterisk follows results filed as active; ? = inconclusive; · = no result given; & = joins results of further samples; [ ] = remark or other dose. Calls come from the whole dose curve; as a rule, active = well fitted curve in the direction sought with a large enough effect; inconclusive = small, poorly fitted or top-dose-only effect, or another doubt; inactive = no such curve, though single readings can be large; an effect the other way counts as inactive or inconclusive. Potency is the fitted concentration of half-maximal effect.

SMILES	RXFP1 agonist	12-LOX inh	RGS4 inh	mIDH1 inhibitor	USP1-UAF1 inh	Vif-APOBEC3F blk	TrxR1 substrate	rTrxR1 inhibitor	Vif-A3G inh
CCN(Cc1ccccc1)C(=O)COc1ccccc1	-0.3%	-15%	3%	1%	-29%	6%	-7%[57.1 µM]	5%[57.1 µM]	-4%
O=C(COc1ccc(Cl)cc1)NCCSCc1ccccc1Cl	4.3%	-16%	4%	1%	-20%	3%	-14%	-16%	-1%
CC(C)(C)NC(=O)CSc1nc(Cc2ccccc2)nc2ccccc12	25%	1%	-7%	-4%	-24%	0%	0%	20%	1%
CC(Oc1ccccc1)C(=O)N=Nc1c(O)[nH]c2ccc(Br)cc12 (stereo not given)	1.8%	-2%	26%	10%	-7%	-6%	3%	45%[activator]	-4%
COc1ccc(OC)c(N(CC(=O)NCc2ccccc2)S(=O)(=O)c2ccccc2)c1	2.6%	-17%	-11%	13%	?	-12%	-1%	3%	-1%
O=C1CC(C(=O)Nc2ccc(Cl)cc2[N+](=O)[O-])C2(CCCCC2)O1 (stereo not given)	-1.0%	-27%	1%	-2%	-8%	-13%	-12%	-5%	1%
O=[N+]([O-])c1cc(-c2cnc3ccccc3n2)ccc1Oc1ccc(F)cc1	0.1%	14%	-31%	0%	-17%	1%	3%	12%	5%
Cc1cc(C)c2c(n1)SCC(=O)N2CC(=O)Nc1ccc(C)c(C)c1	-0.5%&1.1%	?	-12%&-11%	6%&13%	-19%&-21%	-4%&10%	2%&-2%	14%&-3%	-8%&2%
COc1ccc(OC)c2sc(N(CCCN(C)C)C(=O)CCS(=O)(=O)c3ccccc3)nc12	0.6%	-9%	-3%	-3%	-2%	-22%	-2%	2.8µM*	?
CNC(=S)N/N=C/c1ccc(C(C)C)cc1	·	-21%	-30%[11.4 µM]	3%	-7%	5%	-6%	-14%	3%
COc1cccc2cc(-c3nnc(SCC(=O)Nc4nc(C)cs4)n3C)oc12	-0.1%	-1%	-20%	-2%	-11%	-9%	-7%	-18%	-9%
CCCn1nnnc1NCc1ccc(CC)cc1	-2.1%	14%	-5%	4%	-20%	-1%	-4%	6%	0%
Cc1cc(C(=O)CSc2nnc(N)s2)c(C)n1Cc1cccs1	-0.6%	18%	5%	14%	1%	-6%	-12%	-26%	-16%
CC(C)(C)c1ccc(C(=O)NCC(=O)NNC(=O)c2ccccc2O)cc1	-0.1%	?	5%	0%	-4%	-24%	6%	-1%	-3%
CNC(=O)C1=C(C)Nc2nc3ccccc3n2C1c1ccc(F)cc1 (stereo not given)	0.0%	-12%	8%	-10%	-1%	?	-4%	5%	0%

Already shown: three of the compounds above.
SMILES	RXFP1 agonist	12-LOX inh	RGS4 inh	mIDH1 inhibitor	USP1-UAF1 inh	Vif-APOBEC3F blk	TrxR1 substrate	rTrxR1 inhibitor	Vif-A3G inh
Cc1cc(C(=O)CSc2nnc(N)s2)c(C)n1Cc1cccs1	-0.6%	18%	5%	14%	1%	-6%	-12%	-26%	-16%
CC(C)(C)c1ccc(C(=O)NCC(=O)NNC(=O)c2ccccc2O)cc1	-0.1%	?	5%	0%	-4%	-24%	6%	-1%	-3%
CNC(=O)C1=C(C)Nc2nc3ccccc3n2C1c1ccc(F)cc1 (stereo not given)	0.0%	-12%	8%	-10%	-1%	?	-4%	5%	0%

The results go on.
SMILES	RXFP1 agonist	12-LOX inh	RGS4 inh	mIDH1 inhibitor	USP1-UAF1 inh	Vif-APOBEC3F blk	TrxR1 substrate	rTrxR1 inhibitor	Vif-A3G inh
COc1cc(NC(=O)C2COc3ccccc3O2)c(OC)cc1Cl (stereo not given)	-0.8%	0%	-47%	5%	-22%	-1%	6%[57.1 µM]	18%[57.1 µM]	-2%
CCOC(=O)c1c(C)oc2ccc(N(C(=O)Oc3ccccc3)S(=O)(=O)c3ccc(CC)cc3)cc12	1.2%	-29%	-10%	-11%	5%	-2%	-4%	-2%	-17%
CCOC(=O)c1c(C)[nH]c(C(=O)OC(C)C(=O)NC2(C#N)CCCCC2)c1C (stereo not given)	·	-7%	·	1%	-16%	-3%	·	·	-5%
COc1ccc(NC(=O)CC(c2ccc(F)cc2)c2ccc(OC(C)C)cc2)cc1 (stereo not given)	-1.4%	-18%	-20%	1%	-19%	1%	-7%	8%[57.1 µM]	-1%
Cc1nn(-c2ccc(N3CCOCC3)nn2)c(C)c1CCC(=O)NCc1ccc(OC(C)C)cc1	0.7%	-13%	-14%	6%	-4%	14%	5%[57.1 µM]	9%[57.1 µM]	1%
COc1ccc(N2CCN(S(=O)(=O)c3ccc(-c4cc(C(F)(F)F)on4)s3)CC2)cc1	16%	-13%	15%	2%	13%	0%	-7%[57.1 µM]	4%[57.1 µM]	0%
COC(=O)c1sccc1S(=O)(=O)Nc1ccc(N2CCCCC2)cc1	0.0%	0%	-22%	3%	-15%	6%	3%[57.1 µM]	15%[57.1 µM]	-5%
CC1(C)CC2(CCO1)OC(=O)CC2C(=O)Nc1c(Cl)cccc1Cl (stereo not given)	0.6%	9%	-8%	-1%	-6%	-1%	1%	13%	0%
Cc1ccc(NC(=O)Cn2c(=O)n(CCCCC(=O)NCCc3ccccc3)c(=O)c3ccccc32)c(C)c1	4.7%	-23%	-10%	-5%	-9%	-5%	3%	32%	4%
O=C(Nc1nccs1)C1CCCN1/C=C/C(=O)C(F)(F)F (stereo not given)	-5.3%	?	29%	6%	-1%	11%	-1%	18%	1%
CCOC(=O)CCc1c(C)c(C#N)c2[nH]c3ccccc3n2c1=O	1.8%	?	-8%	9%	-7%	-5%	440%[activator]	-98%	1%
Cc1cc(C)cc(OCCN2CCOCC2)c1	0.6%	?	11%	-4%	-13%	3%	-7%	6%	4%
CC(C)COc1ccc(C(=O)N2CCCCC2CCN2CCOCC2)cc1 (stereo not given)	0.3%	0%	27%	1%	-19%	6%	-4%	1%	3%
O=C(O/N=C1\CCS(=O)(=O)c2sccc21)c1ccc(F)cc1	0.1%	15%	-4%[56.9 µM]	1%	-10%	0%	-3%	-36%	1%
C=CCSC1=C(C#N)C(c2ccc(OCC)cc2)CC(=O)N1 (stereo not given)	-0.4%	?	?	10%	-26%	5%	-4%	7%	-4%
Cc1cc(NC(=O)COC(=O)c2ccc(S(=O)(=O)N3CCCc4ccccc43)cc2)no1	7.4%	216%[activator]	23%	-2%	-12%	-11%	14%[57.1 µM]	21%[57.1 µM]	?
Cc1cc(C)nc(N2CCCC(C(=O)NC3CC3)C2)n1 (stereo not given)	-0.1%	14%	-16%	1%	-15%	?	21%	34%	1%
CC(=O)c1ccc(OCCCC(=O)Nc2cccc(S(=O)(=O)N(C)C)c2)cc1	2.2%	-11%	23%	2%	-3%	2%	-4%	7%	-15%
NC(=O)c1cnn2c(C(F)(F)F)cc(-c3ccccc3)nc12	6.6%	-27%	1%	9%	-13%	-14%	7%[57.1 µM]	9%[57.1 µM]	-13%
CC(=O)c1ccc(NC(=O)CSc2nnc(-c3ccncc3)n2C2CC2)cc1	?	32%	?	8%	-2%	-7%	1%	-5%	2%
Cc1c(C(=O)N2CCCc3ccccc32)oc2ccccc12	3.2%	-17%	15%	3%	-19%	-2%	4%	17%	0%
CN1c2ccccc2-c2nc3ccccc3n2C1c1ccco1 (stereo not given)	6.9%	0%[57.4 µM]	-23%	5%	-22%	4%	507%[activator][57.1 µM]	102%[activator][57.1 µM]	-7%
CCOc1ccc(-n2nnnc2SCC(=O)c2ccccc2)cc1	0.7%	0%	?	9%	-17%	-5%	-2%	0%	?
CCOC(=O)CCCNC(=O)COC(=O)c1cc(C)cc(C)c1	0.4%	0%	20%	6%	-3%	-4%	-3%	-11%	-1%
O=C(C1CCC(=O)N(C2CC2)C1)N1CCC(Oc2cccc(C(F)(F)F)c2)CC1 (stereo not given)	-0.5%	7%	-1%	3%	?	4%	6%	9%	0%
O=C(COC(=O)c1cc(S(=O)(=O)N2CCOCC2)ccc1Cl)Nc1ccc2c(c1)OCO2	3.6%	0%[57.4 µM]	-22%	5%	-19%	·	0%	9%	-1%
O=C(O)CNC(=O)c1ccc(NC(=O)/C(=C/c2ccccc2)NC(=O)c2ccco2)cc1	0.1%	-33%	4%	23%	-12%	0%	-8%	-21%	1%
CC(=O)CNc1ccc(S(=O)(=O)N/N=C/c2ccccc2)cc1	0.0%	15%	-17%	19%	-8%	3%	-12%	-3%	3%
COc1cc2cnc(-c3ccccc3)c(-c3cc(OC)c(OC)c(OC)c3)c2cc1OC	9.5%	2%	-13%	?	-33%	-2%	-8%[57.1 µM]	2%[57.1 µM]	?
CCOC(=O)C1=CN(Cc2cccc(F)c2)S(=O)(=O)N(C)C1c1ccc(F)c(Cl)c1 (stereo not given)	·	-16%	-7%	-6%	-14%	3%	-1%	21%	-4%
Cc1cc(C)nc(Nc2ncc(O)n2-c2ccc(Br)cc2)n1	2.2%	23%&0%	-15%	0%	-15%	15%	-1%[57.1 µM]	24%[57.1 µM]	3%
CN(C)S(=O)(=O)c1ccc(/C(O)=C2/C(=O)C(=O)N(Cc3cccnc3)C2c2ccncc2)cc1 (stereo not given)	0.3%	?	-22%	-10%	-5%	-3%	-20%	?	0%
CCCCN(C)C(=O)C(Cc1ccccc1)NS(=O)(=O)c1ccc2c(c1)CCC(=O)N2 (stereo not given)	2.8%	-9%	-16%	2%	-27%	-12%	1%	12%	3%

This is a subset, so the mix of outcomes need not match the whole.
